Source: PubChem (Vanderbilt High Throughput Screening Facility)
GluA2 TARP mod – modulators of GluA2-stargazin AMPA receptor complexes, primary screen, cell-based, membrane potential dye. calls only at 30 µM. HEK293 GluA2+stargazin, membrane potential dye (FDSS), glutamate EC50; hits were called plate by plate, in both directions. hit rate 3.5% among 40,000. AID 1259245, 2017;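 active = any of four per-well response measures lying three or more SD from its plate-wide compound average, in either direction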
Target sequence (O88602 whole entry, looked up): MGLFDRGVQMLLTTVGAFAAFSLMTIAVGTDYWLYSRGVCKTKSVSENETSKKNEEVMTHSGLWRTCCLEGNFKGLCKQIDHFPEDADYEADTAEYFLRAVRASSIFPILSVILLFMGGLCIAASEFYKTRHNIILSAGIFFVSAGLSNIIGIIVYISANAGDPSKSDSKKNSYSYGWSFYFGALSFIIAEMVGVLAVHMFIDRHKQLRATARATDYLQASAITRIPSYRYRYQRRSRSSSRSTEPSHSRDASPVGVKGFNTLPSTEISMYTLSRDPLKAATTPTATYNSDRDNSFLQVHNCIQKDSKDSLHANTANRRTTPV
Target sequence (P19491 whole entry, looked up): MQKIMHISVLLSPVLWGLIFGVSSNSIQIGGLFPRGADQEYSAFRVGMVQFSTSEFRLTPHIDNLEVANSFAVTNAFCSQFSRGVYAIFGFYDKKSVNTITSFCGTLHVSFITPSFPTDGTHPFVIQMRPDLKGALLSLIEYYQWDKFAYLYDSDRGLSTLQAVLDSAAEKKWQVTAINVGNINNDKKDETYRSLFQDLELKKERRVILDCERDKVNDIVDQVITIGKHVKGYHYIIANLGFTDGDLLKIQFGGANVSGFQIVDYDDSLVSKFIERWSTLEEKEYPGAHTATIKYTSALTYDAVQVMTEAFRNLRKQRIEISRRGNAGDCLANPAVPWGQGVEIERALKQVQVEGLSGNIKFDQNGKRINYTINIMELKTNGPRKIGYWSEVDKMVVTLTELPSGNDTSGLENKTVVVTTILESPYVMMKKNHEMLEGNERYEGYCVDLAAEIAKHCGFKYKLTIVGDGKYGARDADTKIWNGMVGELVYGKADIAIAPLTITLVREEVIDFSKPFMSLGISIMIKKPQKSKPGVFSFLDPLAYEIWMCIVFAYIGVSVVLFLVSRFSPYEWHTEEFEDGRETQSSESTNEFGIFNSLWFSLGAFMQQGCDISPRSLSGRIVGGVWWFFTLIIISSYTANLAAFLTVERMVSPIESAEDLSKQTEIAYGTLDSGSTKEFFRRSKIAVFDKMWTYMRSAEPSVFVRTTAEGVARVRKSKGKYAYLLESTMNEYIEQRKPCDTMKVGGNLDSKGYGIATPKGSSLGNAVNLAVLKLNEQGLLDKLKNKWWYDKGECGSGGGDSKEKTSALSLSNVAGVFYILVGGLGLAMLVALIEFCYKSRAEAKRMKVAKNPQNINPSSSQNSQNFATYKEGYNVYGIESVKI
GluA2 TARP mod agonism max-min – second read-out of GluA2 TARP mod, no call of its own (marks repeat the call); compound max-min signal; compound-alone response (agonism);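 unitless range of fluorescence divided by baseline over first 100 seconds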
GluA2 TARP mod glutamate slope – further read-out of GluA2 TARP mod, marked with its call; glutamate slope, % of max; measured here: glutamate response slope, % max;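 scaled per plate between vehicle wells and maximal 1 mM glutamate control wells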
Active calls of the source: *; i = inactive; + = active, no number.

SMILES | GluA2 TARP mod | GluA2 TARP mod agonism max-min | GluA2 TARP mod glutamate slope
O=C(NCCCN1CCOC(c2ccccc2)C1)C12CC3CC(CC(C3)C1)C2 (stereo not drawn) | i | 0.0643 | 43.5
Cc1ccc(N2CCN(S(=O)(=O)c3cc(C)c(Br)cc3C)CC2)c(C)c1 | i | 0.0598 | 58.3
O=C(Nc1cccc(Cl)c1Cl)C1CCCN(c2cc(-n3cccn3)ncn2)C1 (stereo not drawn) | i | 0.0877 | 64.0
CC(C)c1nnc(C2CCN(C(=O)CSC3CCCC3)CC2)o1 | i | 0.112 | 61.7
Cc1nnc(NC(=O)c2ccc(=O)n(Cc3cccc([N+](=O)[O-])c3)c2)s1 | i | 0.0648 | 42.1
COc1cccc(-c2noc(CSc3nc4ccccc4c(=O)n3Cc3ccco3)n2)c1OC | i | 0.091 | 61.4
Cc1ccc(C(=O)Nc2ccc(N3CCCCS3(=O)=O)cc2)cc1[N+](=O)[O-] | i | 0.0807 | 64.9
O=C(c1nc2ccccc2s1)N1CCN(C(=O)c2cnn3ccccc23)CC1 | i | 0.109 | 60.0
COc1ccccc1NC(=O)CS(=O)(=O)c1ccc(Cl)s1 | i | 0.0914 | 51.9
O=C(NCCC(O)c1cccs1)c1ccccn1 (stereo not drawn) | i | 0.0894 | 51.1
CC1CN(c2ccnc3c2c(=O)n(C)c(=O)n3C)CC(C)O1 (stereo not drawn) | i | 0.0931 | 48.1
COc1cc(OC)cc(C(=O)NCCOc2ccc3nnc(-c4cccc(F)c4)n3n2)c1 | i | 0.0549 | 63.1
C#CCn1c(=NC(=O)C2CCCN2S(C)(=O)=O)sc2cc(F)cc(F)c21 (stereo not drawn) | i | 0.0963 | 49.7
Cc1ccc(-c2nnc(NC(=O)c3cccc(Br)c3)o2)cc1C | i | 0.0407 | 44.5
Cc1nnc(C2CCN(CC(=O)Nc3ccc4c(c3)OCCO4)CC2)s1 | i | 0.0863 | 60.2
CC(C)N1CCC(CNC(=O)Cc2ccc(Cl)cc2)CC1 | i | 0.0635 | 53.7
Cc1cc(N2CCN(c3cccc(Cl)c3)CC2)nc(-n2cc([N+](=O)[O-])cn2)n1 | i | 0.0692 | 44.8
Cc1ccsc1C(O)CNC(=O)c1cccs1 (stereo not drawn) | i | 0.0907 | 49.7
Cc1[nH]c2ccc(C(=O)O)cc2c1C | i | 0.0666 | 60.7
Cc1cc(C(=O)NC2CC(C)(C)NC(C)(C)C2)c(C)o1 | i | 0.0939 | 61.2
c1ccc(-n2ncc3c(NC4CCCCCC4)nnnc32)cc1 | i | 0.0728 | 46.6
COc1cc(/C=C/C(=O)c2ccc(O)cc2)cc(OC)c1OC | i | 0.0548 | 59.1
COc1ccc(NC(=O)N2CCN(c3ccc(-c4ccco4)nn3)CC2)cc1 | i | 0.075 | 41.0
O=C(/C=C\c1ccccc1)N1CCN(c2nccn2-c2cccc(Cl)c2)CC1 | i | 0.0465 | 40.4
COc1ccc(CC(=O)NCC(c2cccc3ccccc23)N(C)C)cc1 (stereo not drawn) | i | 0.0635 | 69.2
COC(=O)c1ccc2c(=O)n(CCCC(=O)NCc3ccccc3Cl)c(=S)[nH]c2c1 | i | 0.117 | 62.3
COc1ccc(CCC(=O)Nc2ccc3c(c2)CCCN3C(=O)c2ccccc2)cc1 | i | 0.102 | 60.0
Cc1cc(C)n(-c2cc(N3CCCC(C(=O)N4CCc5ccccc5C4)C3)ncn2)n1 (stereo not drawn) | i | 0.0649 | 62.6
COc1ccccc1N1CCN(CC(O)COc2ccccc2C(C)=O)CC1 (stereo not drawn) | i | 0.0699 | 50.3
COC(=O)c1sc2ccccc2c1S(=O)(=O)N(C)CC(=O)Nc1ccc(C)c(C)c1 | i | 0.102 | 51.2
CCOCCCNc1ncc2c(n1)CC(c1cccs1)CC2=O (stereo not drawn) | i | 0.022 | 51.9
Cc1ccc(NC(=O)Cn2ncn3nc4c(c3c2=O)CCCC4)cc1F | i | 0.133 | 49.0
O=C(NCc1cccnc1)c1coc(NC(=O)c2ccco2)n1 | i | 0.155 | 89.6
Cc1cc(NC(=O)C(=O)NCC2CCN(Cc3cc(C)oc3C)CC2)no1 | i | 0.0659 | 58.9
O=C(CSc1nnc(CCn2ccc(=O)[nH]c2=O)o1)Nc1ccccc1 | i | 0.0469 | 48.7
COc1ccc(NC(=O)NCCNc2cc(-n3cccn3)nc(C)n2)c(OC)c1 | i | 0.0863 | 58.6
O=C(Nc1ccc2c(c1)N(C(=O)c1ccccc1)CCC2)c1ccc2c(c1)OCO2 | i | 0.0604 | 37.2
COc1ccc(C(=O)Nc2ccc3c(c2)CCCN3C(=O)C(C)C)cc1OC | i | 0.126 | 58.7
CNC(=O)C(=O)c1cn(CC(=O)N2CCOCC2)c2ccccc12 | i | 0.108 | 52.4
O=C(NCCc1ccccc1)Nc1ccc(Cl)c(N2CCCS2(=O)=O)c1 | i | 0.119 | 51.0
O=S1(=O)N=CNc2ccc(S(=O)(=O)Nc3ccccc3Br)cc21 | i | 0.0809 | 65.0
O=C1CC(c2nc3ccccc3n2Cc2ccc(Cl)cc2)CN1c1ccccc1F (stereo not drawn) | i | 0.0619 | 54.7
O=C(Cc1csc(Nc2ccc(Cl)cn2)n1)NCc1ccccc1Cl | i | 0.121 | 47.0
NC(=O)CSc1nc(-c2ccccc2)c(N)s1 | i | 0.0772 | 47.7
COc1ccc(S(=O)(=O)N2CCOCC2)cc1C(=O)Nc1ccc(S(C)(=O)=O)cc1 | i | 0.0965 | 57.4

Fetched one by one from above:
SMILES | GluA2 TARP mod | GluA2 TARP mod agonism max-min | GluA2 TARP mod glutamate slope
COc1ccc(NC(=O)NCCNc2cc(-n3cccn3)nc(C)n2)c(OC)c1 | i | 0.0863 | 58.6
O=S1(=O)N=CNc2ccc(S(=O)(=O)Nc3ccccc3Br)cc21 | i | 0.0809 | 65.0
CNC(=O)C(=O)c1cn(CC(=O)N2CCOCC2)c2ccccc12 | i | 0.108 | 52.4
O=C1CC(c2nc3ccccc3n2Cc2ccc(Cl)cc2)CN1c1ccccc1F (stereo not drawn) | i | 0.0619 | 54.7

Shown with values under each structure: 2 of the compounds above
Fields: GluA2 TARP mod | GluA2 TARP mod agonism max-min | GluA2 TARP mod glutamate slope
> O=C(Nc1ccc2c(c1)N(C(=O)c1ccccc1)CCC2)c1ccc2c(c1)OCO2
    i | 0.0604 | 37.2
> O=C1CC(c2nc3ccccc3n2Cc2ccc(Cl)cc2)CN1c1ccccc1F (stereo not drawn)
    i | 0.0619 | 54.7

Some of the entries above, set out differently:
Every second line gives: GluA2 TARP mod, GluA2 TARP mod agonism max-min, GluA2 TARP mod glutamate slope
> CC1CN(c2ccnc3c2c(=O)n(C)c(=O)n3C)CC(C)O1 (stereo not drawn)
 : i, 0.0931, 48.1
> COc1cc(OC)cc(C(=O)NCCOc2ccc3nnc(-c4cccc(F)c4)n3n2)c1
 : i, 0.0549, 63.1
> C#CCn1c(=NC(=O)C2CCCN2S(C)(=O)=O)sc2cc(F)cc(F)c21 (stereo not drawn)
 : i, 0.0963, 49.7
> Cc1ccc(-c2nnc(NC(=O)c3cccc(Br)c3)o2)cc1C
 : i, 0.0407, 44.5

Later entries:
SMILES | GluA2 TARP mod | GluA2 TARP mod agonism max-min | GluA2 TARP mod glutamate slope
O=C(Nc1nnc(CS(=O)(=O)c2ccccc2)o1)C1COc2ccccc2O1 (stereo not drawn) | i | 0.0973 | 42.9
COc1ccc(NC(=O)C(C)Sc2nnnn2-c2ccccc2)cc1 (stereo not drawn) | i | 0.0945 | 58.2
COc1ccccc1OCC(=O)NCC(C)(O)CCSC (stereo not drawn) | i | 0.0743 | 62.2
CCc1nc2sc(C(c3ccc(C(F)(F)F)cc3)N3CCCC(C)C3)c(O)n2n1 (stereo not drawn) | i | 0.129 | 59.0
Cc1ccc(NC(=O)c2cccc(C(F)(F)F)c2)cc1N1CCCCC1=O | i | 0.109 | 67.6
COC(=O)c1ccc2c(=O)n(Cc3ccc(C(=O)N4CCCCC4)cc3)c(=S)[nH]c2c1 | i | 0.0877 | 87.8
COc1cn(CC(=O)Nc2ccccc2C(F)(F)F)c(CSc2nnnn2C)cc1=O | i | 0.0474 | 60.7
CCn1c(=O)c2c(nc3n(-c4ccccc4O)c(C)c(C)n23)n(C)c1=O | i | 0.126 | 89.9
COc1ccc(S(=O)(=O)CC(=O)Nc2nc(-c3ccc(Cl)cc3)cs2)cc1 | i | 0.0467 | 28.2
CCOc1ccccc1NC(=O)CCc1csc(NC(=O)c2cccs2)n1 | i | 0.118 | 56.6
COc1ccc(NC(=O)CC2Nc3ccccc3NC2=O)cc1Cl (stereo not drawn) | i | 0.161 | 48.6
COc1ccccc1N1CCN(S(=O)(=O)CCN2C(=O)c3ccccc3C2=O)CC1 | i | 0.0975 | 51.1
O=C(Cc1csc(-n2cccc2)n1)Nc1cccc(-c2nc3ccccc3o2)c1 | i | 0.0996 | 57.1
CC(=O)Nc1ccc(C(=O)NCCNC(=O)c2cccc(Cl)c2)cc1 | i | 0.0642 | -9.9
COC(=O)N1CCC(CNS(=O)(=O)c2ccc(OC)c(Cl)c2)CC1 | i | 0.124 | 58.7
COc1ccc(Br)c(C(=O)Nc2ccc3c(c2)C(=O)N2CCCCC2CCO3)c1 (stereo not drawn) | i | 0.0732 | 62.3
COc1ccc(CNc2oc(-c3ccc(S(=O)(=O)N4CCCC(C)C4)cc3)nc2C#N)cc1 (stereo not drawn) | i | 0.137 | 84.8
CC1CCc2c(sc(NC(=O)c3ccc(S(=O)(=O)N(C)C4CCCC4)cc3)c2C(N)=O)C1 (stereo not drawn) | i | 0.0537 | 24.9
Cc1nn(C2CCS(=O)(=O)C2)c(C)c1CC(=O)Nc1nc(-c2cccnc2)cs1 (stereo not drawn) | i | 0.109 | 56.8
CC(C)(C)OC(=O)N1C(C(=O)O)COC1(C)C (stereo not drawn) | i | 0.0345 | 25.2
COc1ccccc1C(=O)N1CCC(CN2CCN(C)CC2C)CC1 (stereo not drawn) | i | 0.0676 | 54.6
CCn1nnc2c(SCC(=O)N3CCCCCC3)ncnc21 | i | 0.0307 | 30.9
COc1ccc(S(=O)(=O)NCCNc2ccc(Nc3ccncc3)nn2)cc1 | i | 0.234 | 53.1
Cn1c(SCC#CCO)nc2ccccc2c1=O | i | 0.0473 | 53.4
O=S(=O)(N1CCCCCC1)N1CCN(c2cccc(Cl)c2)CC1 | i | 0.0432 | 39.6
CCC(=O)Nc1ccc(S(=O)(=O)Nc2ccc3c(c2)CCCN3C(=O)c2ccccc2)cc1 | i | 0.127 | 69.1
CCCCN1C(=O)CCc2cc(NC(=O)c3ccc(OCC)c(OCC)c3)ccc21 | i | 0.0709 | 54.2
COc1ccc(C(=O)N2C(=S)C(c3ccc(C)cc3)=NC2(C)C)cc1OC | i | 0.219 | 45.9
Cc1c(Cl)cccc1NC(=O)CSc1ncc(S(=O)(=O)c2ccc(Cl)s2)c(N)n1 | i | 0.166 | 44.6
CC(=O)c1ccccc1OC(=O)COc1ccc(C)cc1 | i | 0.0332 | 53.0
CCn1c(SCC(=O)Nc2ccc(Cl)c(Cl)c2)nnc1-c1cn(C)nc1OC | i | 0.0645 | 27.3
COc1ccc2cc(CNc3ccc(C)cc3)c(=O)n(CC(=O)Nc3cccc(Cl)c3C)c2c1 | i | 0.0618 | 60.1
CCOCCn1c(=O)c2c(nc3n(C4CCCC4)c(C)c(C)n23)n(C)c1=O | i | 0.0558 | 51.6
COc1cccc(-c2cc(C(=O)NCc3cccnc3)c3c(C)nn(C4CCS(=O)(=O)C4)c3n2)c1 (stereo not drawn) | i | 0.0609 | 40.6
O=C(CNC(=O)c1ccccc1)NCCS(=O)(=O)N1CCN(c2ccccn2)CC1 | i | 0.0934 | 53.7
Cc1ccc(NC(=O)Cn2cc(-c3nnc(-c4ccco4)o3)c3ccccc32)cc1Cl | i | 0.108 | 60.9
CCOC(=O)C1CCN(C(=O)c2csc(Nc3ccc(OC(F)F)cc3)n2)CC1 | i | 0.13 | 53.9
C=C(C)Cn1c(=O)c2c(nc3n(-c4ccc(OC)cc4)c(-c4ccccc4)cn23)n(C)c1=O | i | 0.122 | 74.5
CCOc1ccc(OCC(=O)N2CCN(c3ncnc4c3nnn4-c3ccccc3)CC2)cc1 | i | 0.022 | 51.7
O=C1CC(NC(=O)c2ccccc2Oc2ccccc2)CN1 (stereo not drawn) | + | 0.0934* | 97.1*
Cc1cc(C)n(-c2ccc(N3CCC(C(=O)Nc4nc5c(s4)CCCC5)CC3)nn2)n1 | i | 0.0731 | 62.7
COc1ccc(CCNC(=O)C(=O)NCC2COC3(CCCCC3)O2)cc1OC (stereo not drawn) | i | 0.1 | 55.2
NCCC(O)c1ccc2c(c1)OCO2 (stereo not drawn) | i | 0.0509 | 64.8
Cc1cc(NC(=O)Cn2nc(-c3ccccc3C)ccc2=O)no1 | i | 0.0983 | 100.2
O=C(NCCCn1nc(-c2ccccc2)ccc1=O)C1CC1 | i | 0.0881 | 66.1
Cc1ccc(S(=O)(=O)c2c(C)nn(C(C)(C)C)c2OC(=O)CCC2CCCCC2)cc1 | i | 0.0732 | 43.0
COc1ccc(-c2ccc(N3CCN(C(=O)C(F)(F)F)CC3)nn2)cc1OC | i | 0.0566 | 30.7
Cn1c(=O)[nH]c(=O)c2c1nc(NC1CCCCC1)n2CC(=O)NC1CCCCC1 | i | 0.0809 | 57.7
CCOC(=O)Cc1csc(NC(=O)c2cc(-c3cccs3)nn2C)n1 | i | 0.0612 | 52.0
CC1Cc2c(NC(=O)c3cc(-c4cccs4)[nH]n3)nn(C)c2NC1=O (stereo not drawn) | i | 0.118 | 52.4
COc1ccc(C(=O)NCC(C)(O)CCSC)cc1 (stereo not drawn) | i | 0.0686 | 55.7
CS(=O)(=O)N1CCN(C(=O)CCc2csc(NC(=O)c3ccc(F)cc3)n2)CC1 | i | 0.107 | 62.8
O=C(CCCc1ccccc1)N1CCN(c2nccn2-c2cccc(Cl)c2)CC1 | + | 0.143* | 62.0*
COc1ccc(-c2cn3cccnc3n2)cc1NC(=O)CCC1CCCCC1 | i | 0.0501 | 44.7
COc1ccc(-c2nc3c4cnn(-c5ccccc5Cl)c4ncn3n2)cc1 | i | 0.198 | 42.6

These rows are one share of the data. The share of hits here may be higher or lower than overall.
